High-throughput results deposited in PubChem BioAssay by several laboratories.
14-3-3 Bad PPI – disrupts binding of bovine 14-3-3 zeta to phospho-Bad peptide | P63103 | TR-FRET 14-3-3zeta/Dy647-pBad peptide displacement, 1 h | inhibition, % at 21.7 µM | 0.71% of 220,000 active | AID 781;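 active means inhibition above about 70%, limit read from the data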;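 further: 0% = full 14-3-3 plus peptide FRET controls and 100% = background without 14-3-3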
Target sequence (P63103 whole entry, looked up): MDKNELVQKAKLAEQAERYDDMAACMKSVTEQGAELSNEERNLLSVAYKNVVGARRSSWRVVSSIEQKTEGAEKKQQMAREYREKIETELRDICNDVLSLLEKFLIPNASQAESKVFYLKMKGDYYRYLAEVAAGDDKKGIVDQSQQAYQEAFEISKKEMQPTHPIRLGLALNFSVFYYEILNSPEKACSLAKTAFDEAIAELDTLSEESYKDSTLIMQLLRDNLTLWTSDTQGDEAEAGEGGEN
Cl transport mod – modulators of human KCC2 chloride dependent transport; KCC2 cells, thallium flux FluoZin-2 fluorescence; B-score of Tl+ flux slope (higher = more flux/activation; lower = inhibition) at 10 µM; 2.2% of 190,000 active; AID 1456;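 active means thallium flux slope and its plate-corrected score both differing from the plate sample mean at a set confidence after two filtering rounds, in either direction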;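 further: slope of fluorescence scaled to starting intensity during 10 to 20 s after thallium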
Furin inh – blocks human furin protease activity; P09958; purified furin, fluorogenic substrate cleavage; AID 463115; 0.061% of 220,000 active; inhibition, % at 30 µM; in the data active means inhibition above about 25%; further: inactives centre near -15
eIF4E-4G inh – eIF4E/eIF4G interaction inhibition in translation initiation; P63073+Q04637; 0.37% of 220,000 active; TR-FRET eIF4E-eIF4GI(517-606) binding, 2 h; inhibition, % at 21.7 µM;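 further: 0% = full FRET control wells and 100% = background wells lacking eIF4GI fragment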
Thrombin inh – thrombin (human) inhibition; P00734; inhibition, % at 5 µM; AID 1046; alpha-thrombin, Boc-VPR-AMC fluorogenic substrate cleavage; 0.26% of 220,000 active;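 active means inhibition at or above 40%; inactive means inhibition below 40%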;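 further: 0% = enzyme with no compound and 100% = wells without enzyme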
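System: human alpha-thrombin protein; Compound dosing: one concentration per compound, 5 µM, with 0.2% DMSO; Timing: reaction at room temperature; Technique: AMC fluorescence, 355/460 nm; Controls: enzyme without compound as high, wells lacking enzyme as low.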
KLK5 inh – inhibitors of human kallikrein 5; Q9Y337; recombinant hK5, fluorogenic AMC substrate cleavage; inhibition, % at 5 µM; 0.59% of 210,000 active;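 active means inhibition of 40% or more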;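 further: 0% = enzyme controls without compound and 100% = no-enzyme blanks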
Target sequence (Q9Y337 67-293 limits assumed): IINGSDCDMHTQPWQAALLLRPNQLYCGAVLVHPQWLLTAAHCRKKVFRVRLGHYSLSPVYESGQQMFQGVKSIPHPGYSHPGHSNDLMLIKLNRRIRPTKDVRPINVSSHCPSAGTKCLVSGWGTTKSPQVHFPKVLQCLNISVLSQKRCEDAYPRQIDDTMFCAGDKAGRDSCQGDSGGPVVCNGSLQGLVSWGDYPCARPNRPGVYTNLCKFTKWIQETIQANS
EBV gp42 block – EBV gp42 inhibition; AID 1085; Fluorescence polarization binding assay, mP read-out; Q1HVG2; inhibition, % (tested at 21.74 µM); 0.42% of 220,000 active; in the data active means inhibition above about 50%
p47phox inh – inhibitors of human p47phox binding; 0.53% of 220,000 active; inhibition, % at 24.7 µM; p47phox/p22phox peptide binding, fluorescence polarization, 2 h; AID 1274; P14598;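 further: 0% = p47phox with labelled peptide and 100% = labelled peptide alone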
Rad51 HR inh – blocks human Rad51 in homologous recombination | Q06609 | hRad51 DNA strand exchange, fluorescence dequenching | inhibition, % at 10 µM | 0.085% of 200,000 active | AID 1385;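 active means inhibition above 40% at the single screening dose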;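 further: 0% = DMSO control wells and 100% = blanks with heterologous ssDNA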
Target sequence (Q06609 whole entry, looked up): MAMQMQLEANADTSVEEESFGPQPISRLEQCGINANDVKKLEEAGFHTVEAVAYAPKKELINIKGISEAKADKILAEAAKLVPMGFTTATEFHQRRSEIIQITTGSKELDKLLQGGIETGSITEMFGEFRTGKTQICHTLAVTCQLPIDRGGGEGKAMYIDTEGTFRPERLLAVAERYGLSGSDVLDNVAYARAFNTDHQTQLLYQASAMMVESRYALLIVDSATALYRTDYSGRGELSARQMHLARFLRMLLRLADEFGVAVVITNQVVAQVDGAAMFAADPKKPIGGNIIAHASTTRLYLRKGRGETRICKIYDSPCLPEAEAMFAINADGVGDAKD
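Material: Human Rad51 nucleoprotein filaments preassembled on unlabelled ssDNA | Also added: Labelled 47-mer dsDNA for strand exchange | Dosing: Single dose, 10 µM final compound | Schedule: 30-min compound preincubation and 15-min exchange, both room temperature | Technique: Fluorescence dequenching at 485/520 nm | Measure: Percent inhibition relative to plate controls and blanks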
* marks the source's active call; other numbers are inactive results; i = inactive; . = no result given; [ ] = remark or other dose.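 How the source made its calls, unless noted: active means inhibition above about 30% (limit read from the data); inactive means the rest.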 These rows are one share of the data; rates above refer to the full screens.

compound,14-3-3 Bad PPI,Cl transport mod,Furin inh,eIF4E-4G inh,Thrombin inh,KLK5 inh,EBV gp42 block,p47phox inh,Rad51 HR inh
Cc1ccccc1NP(=O)(Oc1ccccc1F)Oc1ccccc1F,11,-0.75,-5,-3[fluorescence artefact?],1,-4,-19,1,-6
O=c1[nH]c(=O)n(CCc2ccc(F)cc2)c(O)c1/C=N/N1CCCCC1,-7,-1.2,-16,-1,-4,-2,-8,-10,0
C=CCN1C(=O)/C(=C/c2ccc(N3CCOCC3)o2)C(=O)NC1=S,5,0.14,-5,3[fluorescence artefact?],-4,-4,-302,-222,-141
Cc1cc(OCC(=O)O)c2c3c(c(=O)oc2c1)CCCC3,23,0.12,-22[20 µM],0,-2,-2,2,-4,5
COC(=O)NC(=C(Cl)Cl)P(=O)(c1ccccc1)c1ccccc1,0,-0.41,-19,3,-7,-4,-17,-14,-14
O=c1c(C=NCCN2CCNCC2)c(O)n(C2CCCCC2)c(=O)n1C1CCCCC1,3,0.54,-19[20 µM],4,-1,-30,-16,-19,4
CCOC(=O)C(O)(c1ccc(NC(=O)Oc2ccccc2)cc1)C(F)(F)F (configuration not stated),-11,0.43,-23,2,-8,-6,5,5,11
O=C(c1ccccc1F)c1cn(CC(=O)N2CCOCC2)c2ccccc12,3,-0.028,-27[20 µM],-3,-2,-5,6,-21,3
CC1(c2ccc(Cl)cc2Cl)OCC(Cn2cncn2)O1 (configuration not stated),-2,-0.56,-22,1,-6,.,-11,-10,.
CC(=O)Nc1cccc([As](=O)(c2cccc(NC(C)=O)c2)c2cccc(NC(C)=O)c2)c1,-20,0.26,-16,1,-6,-1,-14,-20,-2
CCCc1nc2ccccc2c(=O)n1-c1ccccc1OC,2,.,-12,0,5,-2,-8,-13,0
CCS(=O)(=O)N1CCCC(C(=O)N2CCC3(CC2)OCCO3)C1 (configuration not stated),8,.,-21,1,-1,8,5,-10,3
O=C1NC(=O)C(Cc2cccs2)C(=O)N1,45,-0.7,-15[20 µM],3,2,78*,-4,-4,1
CC(C)(C)NC(=S)/N=C(\N)N[N+](=O)[O-],-18,0.074,-23,-2,-3,-4,-2,-3,3
CC(C)N(CC(O)c1cccc([N+](=O)[O-])c1)C(C)C (configuration not stated),27,-1.6,-13[20 µM],7,-1,-19,-20,-6,2
CCOC(=O)c1c(/N=C/c2c(O)n(-c3ccc(F)cc3)c(=S)[nH]c2=O)sc2c1CCCC2,2,0.59,-16[20 µM],-4,2,-3,56*,-37,.
C=CCN(CC=C)Cc1c[nH]c2ccccc12,-7,-0.12,-15,-10,0,1,-6,6,-2
O=c1[nH]c(=O)n(Cc2ccc(F)cc2)c(O)c1C=Nc1ccc(Cl)cc1,-6,-0.18,-24,-2,1,1,-10,-8,12
CN(C)C(=O)Oc1ccc(-c2nnco2)cc1,5,.,-25,3[fluorescence artefact?],-9,-21,-17,-7,4
CCN1CCN(Cc2ccc(C)cc2)CC1,9[fluorescence artefact?],-0.017,-10,2[fluorescence artefact?],-2,-7,-17,-11,3
Cc1ccc(Cc2c(C)nc3nc(SCC(=O)N4CCC5(CC4)OCCO5)nn3c2C)cc1,4,.,-32[20 µM],2,3,8,-13,-5,0
CC(C)(C)NCC(O)c1cc(Cl)c(N)c(Cl)c1 (configuration not stated),-3,-0.94,-17,3,1,-12,-11,-6,3
CCc1ccc(CN2CCN(Cc3ccc(SC)cc3)CC2)cc1,54,-0.42,-16,7,-3,4,-26,-14,3
CC1CCN(c2cc(Br)c([N+](=O)[O-])cc2F)CC1,-1,0.3,-20,-3,4,2,-17,-7,10
CC(=O)Nc1ccccc1C(=O)OCC(=O)c1ccc2ccccc2c1,12,0.012,-9[20 µM],5,-1,-17,-15,8,-7
COc1ccc(CCN(C)Cc2ccc(F)cc2F)cc1OC,30,-0.056,-26[20 µM],1,5,4,-28,-8,-8
COP(=O)(OC)/C(C=O)=N/Nc1ccc([N+](=O)[O-])cc1,-14,0.65,-10,4,-2,12,-20,-6,6
Cc1nc2nc(SCC(=O)N3CCC4(CC3)OCCO4)nn2c(C)c1Cc1ccccc1,20,0.037,-12[20 µM],-1,-3,-5,15,-11,-2
N=Cc1c(O)n(-c2ccc(C34CC5CC(CC(C5)C3)C4)cc2)c(=O)[nH]c1=O,1[fluorescence artefact?],0.83,-14,7,-2,-11,-91,-74,-54
O=c1[nH]c(N2CCN(Cc3ccc4c(c3)OCO4)CC2)nc2c1CCC2,-8,.,-21[20 µM],-1,0,-9,-5,-1,84*
CN1C(=O)C(=Cc2coc3ccccc3c2=O)C(=O)N(C)C1=O,12,-2.8,-24,0,0,1,-12,-14,19
COc1ccc(CCNCc2ccccc2F)cc1OC,21,1.3,-10[20 µM],9[fluorescence artefact?],1,-12,-16,0,5
CCOP(=O)(OCC)/C(C#N)=C/c1ccc(Br)cc1,-4,-1.1,-6,0,2,3,-7,5,14
COc1ccc(CCn2c(O)c(C=NCCN3CCCCC3)c(=O)[nH]c2=O)cc1OC,1,0.5,-14[20 µM],1[fluorescence artefact?],-7,0,-9,-2,0
CN1CCN(c2ncnc(Cl)c2N)CC1,4,1.1,4,6,1,33,4,5,-11
CCOC(=O)c1sc(/N=C/c2c(O)n(-c3cccc(C)c3)c(=O)[nH]c2=O)c(C#N)c1C,54,-2.8,-11,9,-12,-11,-7,-27,-17
CCOC(=O)N1CCC(NC(=O)CCc2nc(C3=CCN(C)CC3)no2)CC1,-13,0.26,-28,-2[fluorescence artefact?],3,-10,-8,-22,0
CN1/C(=C\C=C2C(=O)NC(=S)NC2=O)C(C)(C)c2ccccc21,-24,-4.6*,-21,-1,-2,-4,-267,-232,i
CC12CN3CC(C)(CN(C1)C3c1cccs1)C2O (configuration not stated),-3,1.4,-8[20 µM],2,-3,0,-8,-5,2
COc1nc(NCC2CCCO2)nc(N2CC3CC(C2)c2cccc(=O)n2C3)n1 (configuration not stated),1,-0.5,-27,-4,-2,-3,-14,-9,7
CCn1c(O)c(/C=N/N2CCOCC2)c(=O)n(CC)c1=S,-8[fluorescence artefact?],-0.083,7,-5,-1,0,-14,1,-8
Cn1c(O)c(C(=O)c2ccccc2F)c(=O)n(C)c1=O,17[fluorescence artefact?],.,-15[20 µM],5,-5,3,-55,-4,-1
COc1cc(/C=N/NC(=O)Cn2c([N+](=O)[O-])cnc2C)ccc1OC(=O)N(C)C,17,.,-20[20 µM],8,1,-5,-1,-5,-3
O=C1NC(=S)N(c2ccc(F)cc2)C(=O)/C1=C\c1ccoc1,76*,0.056,-32,34*,-9,-9,-33,-169,-31
COc1cc2c(cc1OC)C(C(=O)NCCC(C)C)C1CCCCN1C2=O (configuration not stated),-6,-0.0033,-34,5[fluorescence artefact?],0,-14,2,-5,-3
Fc1ccc2c(c1)nnn2C1CCN(Cc2c(Cl)cccc2Cl)CC1,-8[fluorescence artefact?],-0.41,-11[20 µM],2,5,-8,-19,-15,-5
O=c1[nH]c(O)c(N=Nc2cccc(S(=O)(=O)N3CCOCC3)c2)c(=O)[nH]1,-5,-0.4,-15,-1,-1,4,-5,-13,-3
CC(=O)N1CN2CN(C(C)=O)CC(C(=O)c3ccc(Br)cc3)(C2)C1,-1,0.4,-23,2,5,-4,-19,-16,7
COc1ccc(OC)c(C2=NOC(C(=O)N3CCC4(CC3)OCCO4)C2)c1 (configuration not stated),3,0.22,-19[20 µM],-1,-2,0,-3,-8,4
Clc1ccc(OCC#CCN2CCOCC2)cc1,12,-0.001,-1,-5,-5,4,2,-5,-7
NCC(CC(=O)O)c1ccc(Cl)cc1 (configuration not stated),5,-0.16,-11[20 µM],-6,-3,6,-14,-11,-2
CCN(CC)CCCNC(=O)c1c(O)c2ccccc2n(Cc2ccccc2)c1=O,-59[fluorescence artefact?],0.98,-19[20 µM],-9[fluorescence artefact?],2,-20,-7,-13,4
CCN(CC)S(=O)(=O)c1ccc(NN=C(C#N)C#N)cc1,1,-0.96,6,3,0,7,11,1,-1
O=C(CNC(=O)c1ccccc1Cl)Nc1ccc(Br)cc1C(=O)c1ccccc1,-3,-0.96,-16,0,-11,-18,2,-6,2
COC(=O)N1CCN(C(=O)Cc2ccc(Cl)c(Cl)c2)C(CN2CCCC2)C1 (configuration not stated),0,-0.13,.,2,.,.,-9,-16,-1
S=C1CN=C(c2ccccc2)c2cc(Cl)ccc2N1,-7[fluorescence artefact?],.,-11[20 µM],-1,-1,-8,-2,-7,4
Cc1cccc(N2C(=O)NC(=O)/C(=C/c3cc4c(cc3[N+](=O)[O-])OCO4)C2=O)c1,14,-0.024,-28,4,5,-4,83*,-5,-84
CC(C)CCn1c(N)c(C(=O)NCc2cccs2)c2nc3ccccc3nc21,7[fluorescence artefact?],-0.14,-2[20 µM],0,-2,-57,-6,-22,-8
NC(=O)c1ccc(N=Cc2c(O)n(Cc3ccco3)c(=O)[nH]c2=O)cc1,-5,.,12,-3,-6,-5,11,-20,0
CC(Cc1ccccc1)NC(=O)CN1CCCC1=O (configuration not stated),-4[fluorescence artefact?],1.3,-14,2[fluorescence artefact?],-2,-6,-13,-3,-38
